Statin myotox sup: suppression of simvastatin myotoxicity. 330,000 compounds, 0.78% hits. C2C12 myotubes + simvastatin, ATP luminescence, 48 h; scaled: DMSO 0, geranylgeraniol control 100. AID 602340. rescue of ATP level, % at 7.49 µM;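 active = mean ATP rescue above about 67%, or every replicate alone reaching that limit, limit read from the data, passing the limit was not always enough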;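 note: myotubes were challenged with 10 µM simvastatin during compound exposure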
LGR2 antag: Drosophila LGR2 receptor signaling inhibition; HEK293 LGR2, CRE-luciferase, bursicon-stimulated, 4 h; inhibition, % at 9.99 µM; 380,000 compounds, 0.35% hits;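 active = drop in luminescence signal, shown as inhibition above about 50% in the replicate tests, limit read from the data, passing the limit was not always enough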;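 note: agonist challenge used bursicon conditioned medium at about half maximal strength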
FN deposit inh: fibronectin deposition inhibition; inhibition, % at 12.6 µM; AID 743247; AH1F fibroblasts, Alexa488-fibronectin deposition fluorescence, overnight; 350,000 compounds, 0.086% hits;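 active = mean inhibition across replicates of 30% or more, regardless of how many single replicates reach that level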;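 note: positive control wells lacked labelled fibronectin entirely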
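Assay system: AH1F fibroblasts assembling fluorescent fibronectin matrix; Amount: 10000 AH1F cells per well; Buffer or medium: DMEM, 2% serum; Probe or stimulus: Alexa488-fibronectin, 24 nM final in well; Doses: single compound dose, delivered by pin transfer; Incubation: 1 h adhesion, overnight exposure; Measured by: fluorescence 485/525 nm; Read-out: fibronectin deposition inhibition.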
esBAF inh: blocks esBAF chromatin remodeling in mouse ES cells; Bmi1-luciferase knock-in reporter, 24 h; 100% = twice the neutral-well signal; reporter increase, % at 12.5 µM; 350,000 compounds, 2% hits; AID 602393; in the data active = activation above about 40%;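 note: 0% = median of the plate's neutral control wells and 100% = double that signal; a rise in the Bmi1 reporter signal indicates esBAF inhibition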
S100A4 MyoIIA: inhibitors of human S100A4 binding to myosin IIA peptide | P26447 | S100A4/TAMRA-MyoIIA peptide fluorescence polarization | inhibition, % at 10.7 µM | 360,000 compounds, 0.14% hits;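 active = mean inhibition of at least 70% across replicates, with every replicate also reaching that level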
Target sequence (P26447 whole entry, looked up): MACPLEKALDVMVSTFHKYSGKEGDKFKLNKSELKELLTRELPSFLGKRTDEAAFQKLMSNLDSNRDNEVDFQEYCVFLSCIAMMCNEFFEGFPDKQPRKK
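Material: S100A4 monomer protein / Buffer or medium: 50 mM HEPES pH 7.2, 10 mM CaCl2, 100 mM KCl / Times: 5 min incubation before reading / Benchmarks: neutral control DMSO, positive control TFP / Reagent: labelled myosin peptide probe, 5 nM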
SIRT5 block: sirtuin-5 (human) deacylase inhibition; inhibition, % at 15 µM; 330,000 compounds, 1.1% hits; Q9NXA8; AID 652115; Purified SirT5, succinyl-peptide AMC, trypsin-coupled fluorescence; in the data active = inhibition above about 15%
Target sequence (Q9NXA8 whole entry, looked up): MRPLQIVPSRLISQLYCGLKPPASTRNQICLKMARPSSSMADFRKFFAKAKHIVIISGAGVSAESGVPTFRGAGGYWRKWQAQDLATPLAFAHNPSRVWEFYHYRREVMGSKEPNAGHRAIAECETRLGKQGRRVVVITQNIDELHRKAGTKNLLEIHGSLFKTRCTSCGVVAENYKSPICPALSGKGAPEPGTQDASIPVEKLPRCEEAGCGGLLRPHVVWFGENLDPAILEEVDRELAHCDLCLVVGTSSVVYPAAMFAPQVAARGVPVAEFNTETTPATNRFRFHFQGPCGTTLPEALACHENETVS
CASP6 VEID inh: caspase-6 (human) enzyme inhibition | purified caspase-6, Z-VEID-R110 cleavage fluorescence | inhibition, % at 12.5 µM | 350,000 compounds, 0.53% hits | AID 686996;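 active = mean inhibition across replicates at least about 35%, with every replicate also reaching that limit, limit read from the data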;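 note: 0% = median of neutral control wells and 100% = no fluorescence left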
Target sequence (P55212 24-179 limits assumed): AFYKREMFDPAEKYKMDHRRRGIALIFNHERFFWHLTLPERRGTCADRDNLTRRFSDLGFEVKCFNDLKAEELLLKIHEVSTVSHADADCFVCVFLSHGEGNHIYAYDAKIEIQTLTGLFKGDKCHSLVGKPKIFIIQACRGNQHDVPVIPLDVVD
Target sequence (P55212 194-293 limits assumed): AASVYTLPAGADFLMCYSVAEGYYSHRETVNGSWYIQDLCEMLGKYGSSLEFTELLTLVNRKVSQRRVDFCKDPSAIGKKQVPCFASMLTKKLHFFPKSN
* marks the source's active call; other numbers are inactive results; · = no result given. A portion of the library (hit frequency here may not be typical).

SMILES	Statin myotox sup	LGR2 antag	FN deposit inh	esBAF inh	S100A4 MyoIIA	SIRT5 block	CASP6 VEID inh
COc1ccc(NC(=O)COc2cccc(-n3cnnn3)c2)cc1	-3.6	-17.9	-2.3	0.7	-0.6	-8.9	5.5
COc1ccc(CNC(=O)CN2C(=O)NC(c3ccccc3)(c3ccccc3)C2=O)cc1OC	12.8	-24.3	-10.4	-4.1	-2.3	0.1	1.7
COc1cc(/C=C/C(=O)N2CCCc3ccccc32)cc(OC)c1OC	-2.4	12.3	-1.7	4.7	6.9	-1.9	-0.4
Cn1c(N)c(Sc2ccccc2[N+](=O)[O-])c(=O)n(C)c1=O	-1.4	0.7	-1.2	-2.5	9.1	-3.8	-1.1
CCCNC(=O)C[C@H]1C[C@H]2c3cc(NC(=O)NC4CCCCC4)ccc3O[C@H]2[C@H](CO)O1	4.3	-5.4	5.6	-2.6	3.3	-2.5	2.7
CCCC(=O)N1CC2(C1)CN(C(=O)C1CCC1)[C@@H](CO)c1[nH]c3cc(OC)ccc3c12	·	-6.8	·	·	1.7	-2.0	-1.0
CO[C@H]1CN(C)C(=O)c2cc(NC(=O)CC(F)(F)F)ccc2OC[C@@H](C)N(C(=O)C2CCCCC2)C[C@@H]1C	·	0.1	-4.3	·	-5.3	28.4*	-2.1
O=C(Cc1nc2ccccc2[nH]c1=O)c1ccc(Cl)cc1	·	-95.3	-2.0	·	-3.5	-5.8	5.8
O=C(NCc1ccc2c(c1)OCO2)c1ccc(Br)s1	5.2	-16.5	-8.5	-1.7	-1.6	-2.5	0.4
CCN(CC)S(=O)(=O)c1ccc(N(C)Cc2cccc(OC)c2OC)nc1	-10.2	4.2	1.8	9.2	4.2	-0.7	1.3
Cc1ccc2c(c1)N=C(c1ccccc1)CC(C(Cl)Cl)=N2	-7.8	-24.1	-0.3	-38.8	-3.4	·	1.2
O=C(Cc1ccccc1)N1CCC(O)(c2cccnc2)CC1	11.7	·	-5.9	-1.7	·	·	·
COc1ccc(CCN(C)C(=S)NC(=O)c2ccc(F)cc2Cl)cc1OC	·	0.8	-2.2	·	-0.8	0.4	-0.6
CCOC(=O)CSc1nnc(-c2c[nH]c3ccccc23)o1	3.5	-4.9	0.1	11.2	4.7	-4.8	-1.6
CCCCCC1C(C(=O)OCC)C(=O)NC1(C(=O)OCC)C(=O)OCC (configuration not stated)	3.9	7.3	-7.8	1.3	3.2	-0.4	1.5
COc1ccc(N2CC(C(=O)Nc3cc(C)on3)CC2=O)cc1 (configuration not stated)	5.6	1.5	·	-5.3	3.2	1.0	-1.8
CCn1cc(CN2CCC(C(=O)Nc3cccc(-c4cccc(Cl)c4)c3)CC2)cn1	-7.0	1.3	3.8	-15.7	-54.5	0.4	-10.9
NS(=O)(=O)c1ccc(NC(=O)c2c(F)cccc2Cl)cc1	16.2	-9.2	0.4	-6.2	3.9	-0.1	2.9
CC1CCCN(C2=C(NS(=O)(=O)c3ccc(Br)cc3)C(=O)c3ccccc3C2=O)C1 (configuration not stated)	-6.5	-2.2	0.1	9.5	2.6	-0.4	0.1
Cc1cnc(NC(=O)c2ccc(F)c(S(=O)(=O)N3CCOCC3)c2)s1	11.9	-4.7	-2.4	11.4	0.4	6.3	3.5
COc1ccc(N=Nc2nc3cc(Br)c(Br)cc3n2C)c(OC)c1	0.0	-15.3	-14.7	11.3	·	·	·
Cc1ccc(C)c(NC(CC(=O)c2ccccc2)C(=O)OCC(=O)c2cccs2)c1 (configuration not stated)	·	-11.5	2.5	·	0.9	·	2.4
NC(=O)c1ccc(/C=N/O)nc1	·	16.8	-2.4	·	-90.3	-0.8	-1.4
CCn1c(C)c(C(C)=O)c(N2CCN(c3cccc(Cl)c3)CC2)nc1=S	-4.4	·	-5.3	14.8	·	·	·
COCC#Cc1cnc2c(c1)C(=O)N([C@H](C)CO)C[C@H](C)[C@H](CN(C)S(=O)(=O)c1cccc(OC)c1)O2	-16.0	4.3	·	1.7	0.2	-1.1	-1.1

As a short view, two of the compounds above.
SMILES	Statin myotox sup	LGR2 antag	FN deposit inh	esBAF inh	S100A4 MyoIIA	SIRT5 block	CASP6 VEID inh
CCOC(=O)CSc1nnc(-c2c[nH]c3ccccc23)o1	3.5	-4.9	0.1	11.2	4.7	-4.8	-1.6
CCCCCC1C(C(=O)OCC)C(=O)NC1(C(=O)OCC)C(=O)OCC (configuration not stated)	3.9	7.3	-7.8	1.3	3.2	-0.4	1.5

Back to the main list, starting 5 compounds before the break.
SMILES	Statin myotox sup	LGR2 antag	FN deposit inh	esBAF inh	S100A4 MyoIIA	SIRT5 block	CASP6 VEID inh
COc1ccc(N=Nc2nc3cc(Br)c(Br)cc3n2C)c(OC)c1	0.0	-15.3	-14.7	11.3	·	·	·
Cc1ccc(C)c(NC(CC(=O)c2ccccc2)C(=O)OCC(=O)c2cccs2)c1 (configuration not stated)	·	-11.5	2.5	·	0.9	·	2.4
NC(=O)c1ccc(/C=N/O)nc1	·	16.8	-2.4	·	-90.3	-0.8	-1.4
CCn1c(C)c(C(C)=O)c(N2CCN(c3cccc(Cl)c3)CC2)nc1=S	-4.4	·	-5.3	14.8	·	·	·
COCC#Cc1cnc2c(c1)C(=O)N([C@H](C)CO)C[C@H](C)[C@H](CN(C)S(=O)(=O)c1cccc(OC)c1)O2	-16.0	4.3	·	1.7	0.2	-1.1	-1.1
Cc1ccc(SCC(=O)OCC(=O)Nc2ccc3[nH]c(=O)[nH]c3c2)cc1C	8.3	-7.7	3.2	·	1.6	-0.1	-0.2
O=C(Nc1ccc2ccccc2c1)c1onc2c1CCCC2	-22.0	28.5	·	-12.1	·	·	·
CCc1ccccc1NC(=O)CN(C)C(=O)c1cc(C2CC2)nc2c1cnn2C(C)C	14.0	2.5	1.5	-0.3	1.9	-4.5	0.2
O=C(NCc1ccc(Cl)cc1)[C@@H]1CCCN1S(=O)(=O)c1ccc(Cl)cc1	-0.5	-8.7	·	0.3	-8.5	·	-2.1
Cc1c(N/C(=N/S(=O)(=O)c2ccc(F)cc2)c2ccccc2)c(=O)n(-c2ccccc2)n1C	-5.5	-4.0	-3.1	-15.0	1.3	0.1	3.3
CSc1ccc(CNC(=O)C2CCC(=O)N(Cc3cccc(F)c3)C2)cc1 (configuration not stated)	1.7	-6.8	6.1	1.3	13.2	-1.3	-3.7
O=C(N/C(=C\c1cccs1)C(=O)N1CCOCC1)c1cccs1	·	-1.8	5.2	·	0.0	-4.2	-1.2
C[C@H]1CN([C@@H](C)CO)C(=O)Cc2cc(NC(=O)Nc3ccccc3)ccc2O[C@@H]1CN(C)Cc1ccc(C(=O)O)cc1	-23.2	-15.7	·	-0.8	3.0	-2.5	0.9
CCOc1cccc(OCCCOc2cccc3cccnc23)c1	-6.9	11.3	3.8	1.2	·	·	·
COc1ccccc1-n1nnnc1SC(C)C(=O)NC1CCCC1 (configuration not stated)	12.7	2.5	·	-4.6	-0.5	-3.3	-1.2
COCC#Cc1cnc2c(c1)C(=O)N([C@@H](C)CO)C[C@H](C)[C@H](CN(C)Cc1ccccc1F)O2	4.0	-13.9	-4.6	0.8	-4.1	8.0	1.0
C[C@H](CO)N1C[C@H](C)[C@@H](CN(C)S(=O)(=O)c2ccccc2)OCCCC[C@H](C)Oc2ccc(NC(=O)c3ccccc3)cc2C1=O	·	6.2	-0.2	3.4	6.6	-1.0	1.5
O=C(O)c1cccc(N/N=C/c2cccs2)c1	·	100.3*	0.9	·	-3.4	8.1	2.0
O=C(N/N=C/C1CC2CCC1C2)C1CC1 (configuration not stated)	-2.5	5.2	6.0	-4.2	22.6	-19.0	-4.7
Cc1ccc([C@H]2N[C@]3(CCCN(Cc4ccc(C(F)(F)F)cc4)C3=O)[C@H]3C(=O)N(Cc4ccccc4)C(=O)[C@@H]23)cc1	9.7	·	-7.0	-1.9	-2.4	1.3	1.2
Cc1ccc(S(=O)(=O)NC(=O)NCc2ccccc2)cc1	-7.2	·	6.1	2.1	·	·	·
CCCNC(=O)N1[C@@H]2CN(C(=O)C3CCOCC3)c3ccccc3[C@@H]2[C@@H]1CO	-7.7	-2.4	·	-4.3	-7.1	-0.4	2.1
COc1ccc(/C(C)=N/Nc2ncc(Cl)cc2Cl)c(O)c1	·	-4.8	-2.3	·	7.9	-2.2	0.2
N#C/C(=C\c1ccncc1)C(=O)Nc1ccc(C(=O)O)cc1	·	12.8	-1.8	·	-3.7	-2.1	20.3
CCCCC(=O)N(C)c1c(CC)nc2c(OCC3CCCCC3)cccn12	-7.5	4.6	-5.7	-4.7	1.5	·	2.8
Cc1ccn2cc(CNC(=O)c3cccs3)nc2c1	-4.2	0.0	-4.6	-10.0	-1.7	-5.2	-0.9
CN(CC(=O)N1CCCCCC1)S(=O)(=O)c1ccccc1	-5.8	-4.1	-8.6	57.2*	-3.4	-2.2	-8.7
COc1ccc(CCNC(=O)C2CCN(S(=O)(=O)c3ccc(OC)c(OC)c3)CC2)cc1OC	2.4	11.3	-3.4	5.7	1.6	-2.8	3.0
COc1ccc2c(=O)cc(-c3cccnc3)oc2c1OC	-0.6	-9.5	-1.9	-0.6	5.0	1.6	2.2
O=C(C[C@@H]1CC[C@H](NC(=O)c2ccccc2)[C@@H](CO)O1)NCc1ccncn1	-1.2	-5.6	1.0	-0.1	-5.7	1.5	0.6
More results follow.
SMILES	Statin myotox sup	LGR2 antag	FN deposit inh	esBAF inh	S100A4 MyoIIA	SIRT5 block	CASP6 VEID inh
COc1ccc(CN(C)C[C@@H]2OCCCC[C@H](C)Oc3ccc(NS(=O)(=O)c4ccccc4)cc3C(=O)N([C@H](C)CO)C[C@@H]2C)cc1	·	-0.1	-2.9	0.9	15.1	-0.4	-2.6
CC(=O)c1ccc(OCCCC(=O)NCc2nnc3ccccn23)cc1	-0.5	-2.3	1.6	·	-2.3	0.6	-2.3
Cc1cc(=O)[nH]c2c3ccccc3nn12	·	·	3.2	·	-0.8	-6.6	-1.6
O=C(CSc1nc2ccccc2n1Cc1ccc(Cl)cc1)N/N=C/c1ccccc1C(=O)O	·	4.1	-6.2	·	-7.0	-2.8	2.5
Cc1ccc(OCc2cc(C(=O)NCc3cnn(-c4cccc(F)c4)c3)no2)cn1	-0.3	9.1	1.6	6.1	4.0	2.2	-2.4
CCCCN(C(=O)c1ccc(Cl)c([N+](=O)[O-])c1)c1c(N)n(CCC)c(=O)[nH]c1=O	3.2	-7.8	10.2	-8.7	3.0	1.4	-4.5
Cc1nn(CC(=O)Nc2ccc3c(c2)OCO3)c(C)c1[N+](=O)[O-]	9.3	6.8	-4.8	-8.2	-1.6	-5.2	-1.5
Cc1ccc(C(=O)OCC(=O)Nc2ccc3[nH]c(=O)[nH]c3c2)o1	2.8	-8.5	·	-2.6	2.8	-3.2	0.1
COc1ccc(NC(=O)CN(C)S(=O)(=O)c2ccc(Cl)cc2)cn1	1.6	-9.7	3.3	-9.9	4.4	-0.9	-0.7
CCOC(=O)c1c(C)[nH]c(C(=O)N(C)CC(=O)Nc2ccc(OCC)c(OCC)c2)c1C	-0.5	-7.5	1.0	4.0	0.2	·	-1.4
COCC(=O)N1C[C@@H](C)[C@H](OC)CN(C)C(=O)c2ccc(NC(=O)c3ccc(OC)cc3)cc2OC[C@H]1C	-7.7	8.2	3.0	-12.4	·	·	·
Cc1cc(C)cc(NC(=O)NCC(O)COc2ccc([N+](=O)[O-])cc2)c1 (configuration not stated)	11.3	4.9	1.0	-11.3	9.3	-3.3	-0.1
CCn1c(=O)c2cc(C(=O)Nc3cccc(C(C)=O)c3)sc2c2ccccc21	-2.3	-3.3	-2.6	-3.3	-5.9	-6.4	-1.9
O=C1CC[C@@H](OCc2ccccc2)CCN1CC[C@H](Sc1ccccc1)c1ccccc1	13.4	1.5	-2.0	8.8	-3.0	-2.5	-1.3
CCCCC(=O)Nc1ccc(C(=O)NNC(=O)c2ccccc2Br)cc1	·	8.4	·	·	-0.5	-3.8	1.6
CC(C)(O)C#Cc1ccc([C@H]2[C@@H](CO)N3CCCCN(C(=O)c4ccc(F)cc4)C[C@H]23)cc1	·	14.2	·	·	53.4	0.5	-1.2

Bioassay records: PubChem, Broad Institute
